Bioassay records: PubChem, Sanford-Burnham Center for Chemical Genomics
APJ agonist = agonists of human APJ apelin receptor | P35414 | activation, % at 20 µM | AID 2520 | 0.11% of 330,000 active | CHO-K1 APJ PathHunter beta-arrestin, luminescence; 0% DMSO wells, 100% apelin;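 active = activation more than six SD over the plate average, tested at 20 µM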;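 also: 0% = DMSO alone and 100% = apelin-13 at 10 nM; some results filed as inactive read as strong as hits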
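Assay system: CHO-K1 cells stably expressing ProLink-tagged human APJ and arrestin–beta-gal acceptor. Compound dosing: 20 µM single point, 1% DMSO. Times: 16-18 h seeding, 90 min dark compound exposure, 60 min detection. Detection: beta-gal luminescence. Evaluation: APJ–arrestin association signal. Controls: negative DMSO alone, positive Apelin-13 at 10 nM.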
Mdm2 MdmX PPI = disrupts the human Mdm2-MdmX interaction; O15151+Q00987; SaOS-2 split-luciferase Mdm2/MdmX complementation, luminescence; inhibition, % at 8 µM; 3% of 330,000 active;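 active = inhibition of at least 50% at 8 µM in the primary screen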
Target sequence (O15151 whole entry, looked up): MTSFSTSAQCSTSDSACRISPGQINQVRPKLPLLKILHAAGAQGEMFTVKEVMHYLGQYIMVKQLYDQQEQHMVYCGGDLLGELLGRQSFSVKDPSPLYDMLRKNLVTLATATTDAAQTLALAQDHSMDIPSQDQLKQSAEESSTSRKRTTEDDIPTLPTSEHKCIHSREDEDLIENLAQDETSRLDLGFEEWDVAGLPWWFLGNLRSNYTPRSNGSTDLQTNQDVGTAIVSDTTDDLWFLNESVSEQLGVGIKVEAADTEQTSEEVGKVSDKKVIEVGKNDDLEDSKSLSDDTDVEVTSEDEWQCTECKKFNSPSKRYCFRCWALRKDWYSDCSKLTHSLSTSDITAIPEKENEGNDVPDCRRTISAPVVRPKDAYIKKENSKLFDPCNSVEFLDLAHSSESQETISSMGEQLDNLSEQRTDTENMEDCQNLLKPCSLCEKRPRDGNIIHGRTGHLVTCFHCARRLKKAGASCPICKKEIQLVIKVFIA
Target sequence (Q00987 whole entry, looked up): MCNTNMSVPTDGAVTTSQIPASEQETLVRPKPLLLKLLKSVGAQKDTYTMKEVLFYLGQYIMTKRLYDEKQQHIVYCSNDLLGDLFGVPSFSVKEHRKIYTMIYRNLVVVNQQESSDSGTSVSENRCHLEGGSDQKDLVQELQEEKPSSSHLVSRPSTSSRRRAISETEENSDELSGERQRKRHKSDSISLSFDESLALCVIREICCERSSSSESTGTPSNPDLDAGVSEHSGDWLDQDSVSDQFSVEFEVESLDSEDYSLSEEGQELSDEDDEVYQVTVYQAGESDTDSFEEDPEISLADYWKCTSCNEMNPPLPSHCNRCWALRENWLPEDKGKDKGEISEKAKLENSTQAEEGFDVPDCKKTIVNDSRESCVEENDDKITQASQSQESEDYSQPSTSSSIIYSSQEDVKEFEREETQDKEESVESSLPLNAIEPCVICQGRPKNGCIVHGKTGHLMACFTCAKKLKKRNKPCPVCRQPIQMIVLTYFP
tim23-1 inh = tim23-1 yeast growth inhibition | S. cerevisiae tim23-1 growth, BacTiter-Glo luminescence, 24 h | inhibition, % at 20 µM | 1.3% of 330,000 active;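 active = growth inhibition of the mutant yeast at or above 50%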;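 also: temperature-sensitive mutant grown at 25 °C; plate controls were DMSO-treated mutant yeast for no effect and medium wells lacking yeast for full effect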
UPR CHOP act = apoptotic UPR (CHOP) activation; CHO-CHOP luciferase reporter, luminescence; percent of tunicamycin response over DMSO baseline; AID 449763; activation, % at 10 µM; 0.34% of 330,000 active;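 active = at 10 µM dose, activation of 40% or more, normalized to positive control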;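 also: 100% = tunicamycin at 10 µg/mL and 0% = DMSO alone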
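Dosing – one dose, 10 µM in 0.5% DMSO · System – CHO-CHOP cells, stable luciferase reporter of PERK-eIF2a-CHOP signalling · Input – 500 cells/well · Control set – tunicamycin 10 µg/mL final as positive, DMSO-only wells as negative · Timing – 6 h compound treatment, 37 °C · Measure – % activation vs tunicamycin · Technique – luminescence read with Steady-Glo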
Jurkat NFkB inh = lowers PMA/ionomycin-induced NF-kB signal in Jurkat cells. PMA/ionomycin-induced NF-kB luciferase reporter, luminescence. 0.53% of 330,000 active. inhibition, % at 4 µM; in the data active = inhibition above about 50%
UPR XBP1 act = adaptive UPR (XBP1) activation; 0.33% of 330,000 active; activation, % at 20 µM; CHO-XBP1 luciferase reporter, IRE1-XBP1 UPR activation, luminescence; percent of tunicamycin response, DMSO as zero; AID 463104;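 active = versus positive control, 20 µM dose yields 30% or more activation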;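 also: 100% = tunicamycin at 10 µg/mL and 0% = DMSO only wells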
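Material: CHO cell line with stable XBP1 luciferase reporter; schedule: 16-18 h cell attachment at 37 °C, then 6 h compound exposure; signal: glow luminescence from Steady-Glo reagent; medium: serum-containing F12 medium, 10% FBS; benchmarks: tunicamycin 10 µg/mL and vehicle-only wells; read-out: percent activation relative to tunicamycin reference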
697 NFkB inh = inhibitors of the PMA/ionomycin-induced NF-kB reporter in 697 B cells; AID 435022; inhibition, % at 4 µM; 697 B-cell NF-kB luciferase reporter, 16 h; 0.33% of 330,000 active; in the data active = inhibition above about 35%
APJ antagonist = APJ receptor antagonism; 0.32% of 330,000 active; CHO-K1 APJ beta-arrestin complementation, luminescence; inhibition, % at 20 µM; P35414;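 active = inhibition above about 40% at 20 µM, limit read from the data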;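 also: cells challenged with 10 nM apelin-13 agonist together with compound; plate controls were apelin-13 plus DMSO wells for no effect and DMSO wells lacking apelin-13 for full effect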
An asterisk follows results filed as active.

SMILES	APJ agonist	Mdm2 MdmX PPI	tim23-1 inh	UPR CHOP act	Jurkat NFkB inh	UPR XBP1 act	697 NFkB inh	APJ antagonist
CC(=O)NC(=S)Nc1ccc(NC(=O)COc2ccc(Cl)cc2)cc1	-1	-37	2	-0.3	4	-3	0	-6
O=C(CSc1ccc(F)cc1)Nc1ccc2c(c1)C(=O)NC2=O	-2	7	13	5.7	3	-5	-30	-12
C=CCOC(=O)C1=C(C)NC(SCC(=O)Nc2nccs2)=C(C#N)C1c1ccc(Cl)cc1 (stereo not given)	-4	12	7	0.7	8	4	-23	14
O=C1C2C3C=CC(C3)C2C(=O)N1CCC(=O)N1CCc2ccccc21 (stereo not given)	-3	-18	14	1.1	-2	-2	16	10
COc1cc(NC(=O)c2cc3ccccc3o2)c(OC)cc1Br	0	10	-10	4.4	6	5	10	-10
O=C(OCC(=O)N1CCCc2ccccc21)c1cccc(S(=O)(=O)N2CCOCC2)c1	-4	14	20	-0.8	13	-1	13	-5
COc1cc2nc(N(CCCN(C)C)C(=O)c3ccc(S(=O)(=O)N4CCc5ccccc54)cc3)sc2cc1OC	0	32	14	-0.4	-4	1	-6	22
COc1ccc(C2=CN(Cc3ccccc3)C(c3ccccc3)CC2=O)cc1 (stereo not given)	-3	11	47	1.0	-4	1	-25	4
Cc1nnc(SCc2c(Cl)cccc2[N+](=O)[O-])s1	-1	7	5	-2.2	-5	2	-9	-14
CC(=O)NCCc1ccc(C(=O)CSc2nnc(C3CC3)n2C2CC2)cc1	-2	4	8	1.2	-12	-1	7	-10
COc1cc(OC)c(C(=O)OC(C)C(=O)Nc2cc(C(F)(F)F)ccc2Cl)cc1OC (stereo not given)	1	22	9	0.3	-23	1	-20	5
CC1CCCC(NC(=O)NC(=O)COC(=O)c2ccc(O)cc2O)C1C (stereo not given)	1	18	26	-0.8	3	0	3	8
COc1ccc(CCNC(=O)Nc2ccccc2[N+](=O)[O-])cc1	-4	5	21	4.3	-41	2	-27	-9
CN1CCN(C(=O)N(c2ccccc2)c2ccccc2)CC1	4	16	13	0.0	7	-2	15	2
O=C(O)c1cc(-c2ccccc2)c(N2CCOCC2)s1	-2	6	4	-1.4	-3	-4	-24	-1
CCS(=O)(=O)c1ccc(O)c(NC(=O)Nc2cccc3ccccc23)c1	-5	15	13	-2.1	6	0	3	16
Cc1ccc(C(=O)Nc2ccc3c(c2)ncn3C)cc1	6	-93	29	3.7	-102	-1	-76	3
O=C(CCCOc1ccccc1)N1CCN(S(=O)(=O)c2ccc(Cl)cc2)CC1	-3	5	27	0.0	-8	-3	17	-54
Cc1ccc(N2CC(C(=O)NCCC3=CCCCC3)CC2=O)cc1 (stereo not given)	-3	12	19	0.9	-5	1	3	-11
Cn1c(N)c(C(=O)COC(=O)/C=C/c2ccc(F)cc2)c(=O)n(C)c1=O	-4	15	22	2.0	4	-1	0	8
Cc1nc(N)sc1C(=O)N/N=C/c1cccnc1	-3	6	-2	-1.2	-4	-3	0	2
N#C/C(=C\c1cc2c(cc1Br)OCO2)c1ccc(C(=O)O)cc1	-1	3	15	0.0	-14	-7	-2	-17
CC(=O)N1CCN(C(=O)CCc2c[nH]c3ccccc23)CC1	-3	-28	10	0.8	-22	-1	-13	0
Cc1cc(=O)[nH]c(SCC(=O)c2ccc(C)c(C)c2)n1	-5	2	3	-2.5	-6	4	-14	4
CC(=O)ON1C(C)(C)Cc2noc(N)c2C1(C)C	-3	9	15	1.8	-7	-1	-39	8
(more compounds)
SMILES	APJ agonist	Mdm2 MdmX PPI	tim23-1 inh	UPR CHOP act	Jurkat NFkB inh	UPR XBP1 act	697 NFkB inh	APJ antagonist
Brc1ccc2nc(-c3c[nH]c4ccccc34)cn2c1	-2	-268	41	5.4	-152	-1	-145	-4
CC(=O)N1CCN(C(=O)c2cccc(NS(=O)(=O)c3ccc(Br)cc3)c2)CC1	-4	8	-4	1.6	13	-1	19	9
COc1ccc(CN2CCNC(=O)C2CC(=O)NCCCn2nnc3ccccc32)cc1C (stereo not given)	7	-16	13	1.3	-1	-7	-25	-59
CCOc1ccc2nc(NC(=O)C3CSC4(C)CCC(=O)N34)sc2c1 (stereo not given)	-3	12	36	0.1	-11	3	-13	-9
Cn1nnc(NC(=O)c2cccs2)n1	-1	-1	10	-0.6	-18	0	-3	8
O=C(COC(=O)CCCC1=NS(=O)(=O)c2ccccc2N1)Nc1ccccc1	-5	-2	-3	2.7	10	-3	8	17
CC(=O)OC[C@H]1O[C@@H](Sc2cccc3cccnc23)[C@H](OC(C)=O)[C@@H](OC(C)=O)[C@@H]1OC(C)=O	-1	24	14	0.5	-14	-2	-8	12
CCOC(=O)C(=O)Nc1ccc(S(=O)(=O)Nc2nccs2)cc1	-5	11	-8	3.4	-1	-1	9	-17
COC(=O)c1cc(NC(=O)C2CC2)cc(C(=O)OC)c1	8	24	32	-1.2	-22	-2	6	-3
CCCC(=O)N(CCc1ccccc1)Cc1nc2ccccc2c(=O)[nH]1	-5	-13	2	-0.1	-16	-1	-16	0
Cc1ccc(-c2nn(-c3ccccc3)cc2C(=O)N2CCN(c3ccccn3)CC2)cc1	-3	14	33	2.0	23	-5	-7	7
Cc1ccc(CNC(=O)/C=C/c2ccc(S(=O)(=O)NCc3ccco3)cc2)cc1	-2	18	-9	0.3	29	0	0	4
Cc1cc(C2C(C#N)=C(N)OC3=C2C(=O)CCC3)c(C)s1 (stereo not given)	0	12	16	-1.3	17	0	8	17
COc1ccc(N2CC(NS(=O)(=O)c3cccnc3)CC2=O)cc1 (stereo not given)	6	28	-10	1.5	7	-2	0	8
Cc1cc(C(=O)O)cc(Br)c1N	-3	1	-10	-1.2	13	1	9	3
O=c1c2ccccc2nc(-c2ccccc2)n1CCCn1ccnc1	-1	-67	-1	-1.4	-14	-1	-40	13
CCN1CC2=C(OC(N)=C(C#N)C2c2cccs2)/C(=C\c2cccs2)C1 (stereo not given)	-4	-4	6	-0.1	-4	-2	6	-5
O=C(NCC1CCCO1)c1cccc(N2C(=O)C3C4C=CC(C4)C3C2=O)c1 (stereo not given)	3	-12	14	-0.4	6	-3	18	5
CC1=C(C(=O)OCc2ccc([N+](=O)[O-])cc2)N2C(=O)C(NC(=O)Cc3ccccc3)C2SC1 (stereo not given)	2	2	19	-0.7	-15	-2	-63	-1
COC(=O)C(NC(=O)c1ccc(F)cc1)(Nc1nc(C)cs1)C(F)(F)F (stereo not given)	-1	22	-1	0.1	4	0	6	22
COc1ccc(-c2[nH]ncc2C=O)cc1OC	-2	14	12	-2.8	-6	0	2	14
O=C(NCc1nc2ccccc2[nH]1)c1ccccc1F	1	1	-14	1.7	-10	-2	-9	12
Cc1ccccc1NC(=S)NCc1cccn1C	1	-9	2	-0.7	-25	0	-13	-14
Cc1ccc(NC(=O)Nc2ccc(F)cc2)cc1Cl	-3	-24	-10	4.4	-70	3	-72	0
O=C(Nc1ccnn1C1CCN(C(=O)c2cnsn2)CC1)c1cccc(F)c1	-1	26	2	3.0	-13	1	-29	-4

Sorted by the number under Mdm2 MdmX PPI (lowest first): some entries from above
SMILES	Mdm2 MdmX PPI
O=C1C2C3C=CC(C3)C2C(=O)N1CCC(=O)N1CCc2ccccc21 (stereo not given)	-18
Cc1nc(N)sc1C(=O)N/N=C/c1cccnc1	6
Cc1ccc(-c2nn(-c3ccccc3)cc2C(=O)N2CCN(c3ccccn3)CC2)cc1	14

The main list resumes, starting 6 compounds before the break.
SMILES	APJ agonist	Mdm2 MdmX PPI	tim23-1 inh	UPR CHOP act	Jurkat NFkB inh	UPR XBP1 act	697 NFkB inh	APJ antagonist
COC(=O)C(NC(=O)c1ccc(F)cc1)(Nc1nc(C)cs1)C(F)(F)F (stereo not given)	-1	22	-1	0.1	4	0	6	22
COc1ccc(-c2[nH]ncc2C=O)cc1OC	-2	14	12	-2.8	-6	0	2	14
O=C(NCc1nc2ccccc2[nH]1)c1ccccc1F	1	1	-14	1.7	-10	-2	-9	12
Cc1ccccc1NC(=S)NCc1cccn1C	1	-9	2	-0.7	-25	0	-13	-14
Cc1ccc(NC(=O)Nc2ccc(F)cc2)cc1Cl	-3	-24	-10	4.4	-70	3	-72	0
O=C(Nc1ccnn1C1CCN(C(=O)c2cnsn2)CC1)c1cccc(F)c1	-1	26	2	3.0	-13	1	-29	-4
CCC(C)N(C(=O)c1csnn1)C(C(=O)NC1CCCC1)c1ccc(F)cc1 (stereo not given)	1	2	18	1.5	2	4	-15	-18
OC1COC(OCc2ccccc2)C(O)C1O (stereo not given)	-3	9	17	0.6	1	-4	-1	20
COC(C[C@H](O)C[C@H](O)[C@@H](C)OCc1ccccc1)OC	1	-15	12	0.8	0	1	10	0
CCN(C1CCS(=O)(=O)C1)S(=O)(=O)c1ccc(Cl)s1 (stereo not given)	5	27	19	1.6	8	1	-4	10
COc1ccc(-n2nc(C(=O)NCC(=O)N3CCCCCC3)c3ccccc3c2=O)cc1OC	-2	17	13	1.0	-13	1	1	-6
CCN1CCN(C(=O)c2cc(-c3cccnc3)nc3ccc(Br)cc23)CC1	1	23	-6	0.1	8	1	4	-5
Cc1ccc(C(C)C)c(OCC(=O)NN2C(=O)c3ccccc3C2=O)c1	-1	17	29	8.8	3	-5	-6	-9
Cc1ccc(C)c(OCC(=O)Nc2nc3ccc([N+](=O)[O-])cc3s2)c1	-2	13	-2	0.9	12	-1	-4	6
Cc1ccc(Cl)cc1NC(=O)COC(=O)c1ccc(N2CCCC2)c([N+](=O)[O-])c1	-4	34	-10	0.1	1	-2	12	18
N#Cc1ccc(C(=O)OCc2cccc(S(=O)(=O)N3CCOCC3)c2)cc1	-4	15	21	-0.3	11	0	6	16
O=C(COC(=O)c1cc(Br)ccc1O)Nc1ccc2c(c1)OCO2	-3	13	2	1.2	-7	-1	6	10

Profiles from above. Order of screens: APJ agonist, Mdm2 MdmX PPI, tim23-1 inh, UPR CHOP act, Jurkat NFkB inh, UPR XBP1 act, 697 NFkB inh, APJ antagonist
Profile of COc1ccc(-n2nc(C(=O)NCC(=O)N3CCCCCC3)c3ccccc3c2=O)cc1OC : -2, 17, 13, 1.0, -13, 1, 1, -6
Profile of Cc1ccc(C(C)C)c(OCC(=O)NN2C(=O)c3ccccc3C2=O)c1 : -1, 17, 29, 8.8, 3, -5, -6, -9
